Source: PubChem BioAssay
IEC-6 tox = cytotoxicity in IEC-6 intestinal epithelial cells, primary screen, cytotoxicity control for KLF5 inhibitor project, cell-based, luminescence; IEC-6 cytotoxicity, luminescence viability; inhibition, % at 5 µM; 290,000 tested, 0.78% active; AID 1825, 2009; in the data active means inhibition above about 22%;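 further: 0% = plate median of test compound wells and 100% = cytotoxic reference compound wells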
HSP90 inh = HSP90 inhibitors, primary screen, cell lysate, luminescence. Rabbit reticulocyte lysate, luciferase refolding luminescence, 3 h. 290,000 tested, 0.91% active. inhibition, % at 5.6 µM. Heat shock protein HSP 90 (rabbit reticulocyte lysate; luciferase refolding);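 active means inhibition above the screen-wide mean plus 3 SD, computed separately per campaign, cut at about 16% in these data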;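 further: 0% = DMSO wells and 100% = 60 µM geldanamycin wells; inhibitors lower the luminescence because luciferase stays unfolded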
HDAC3 inh = HDAC3 deacetylase inhibitors, primary screen, biochemical, fluorescence, cell-free homogeneous; inhibition, % at 8.3 µM; recombinant HDAC3, fluorogenic peptide/trypsin coupled; 320,000 tested, 0.15% active; in the data active means inhibition above about 26%, passing the limit was not always enough; inconclusive means no clear call, values can overlap the other calls
Target sequence (O15379 whole entry, looked up): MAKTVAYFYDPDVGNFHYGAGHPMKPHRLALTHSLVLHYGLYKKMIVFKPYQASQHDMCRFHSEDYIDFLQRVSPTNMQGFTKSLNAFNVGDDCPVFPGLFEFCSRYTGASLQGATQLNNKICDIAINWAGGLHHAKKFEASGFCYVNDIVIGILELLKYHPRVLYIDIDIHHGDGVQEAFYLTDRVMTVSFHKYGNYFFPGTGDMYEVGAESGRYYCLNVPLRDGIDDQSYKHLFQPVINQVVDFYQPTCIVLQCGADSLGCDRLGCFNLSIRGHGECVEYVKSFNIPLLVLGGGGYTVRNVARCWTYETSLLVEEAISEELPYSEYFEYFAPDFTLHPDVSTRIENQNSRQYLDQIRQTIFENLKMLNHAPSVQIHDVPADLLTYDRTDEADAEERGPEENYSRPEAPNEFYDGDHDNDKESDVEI
KLF5 inhibitor = KLF5 expression inhibitors, primary screen, DLD-1 cells, luminescence; DLD-1 KLF5 promoter-luciferase reporter; inhibition, % at 5 µM; 290,000 tested, 0.23% active; AID 1700, 2009;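 active means inhibition above a per-plate limit of that plate's mean compound inhibition plus 3 SD, cut at about 60% in these data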;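 further: 0% = DMSO wells and 100% = LY294002 at 200 µM; higher means less KLF5 promoter-driven luciferase light; inactives centre near -14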
* = called active by the depositor; ? = inconclusive; · = no result given. The list is partial. The share of hits here may be higher or lower than overall.

entry	structure	IEC-6 tox	HSP90 inh	HDAC3 inh	KLF5 inhibitor
1	CCC(Cc1c(I)cc(I)c(N)c1I)C(=O)O (stereo not drawn)	·	·	4.5	·
2	CC1CCc2c(N3CCC(O)CC3)c(F)cc3c(=O)c(C(=O)O)cn1c23 (stereo not drawn)	·	·	-1.4	·
3	CCOC(=O)Nc1ccc(NCc2ccc(F)cc2)nc1N	·	·	7.8	·
4	Nc1cc(=O)[nH]c(N)n1	·	·	-0.3	·
5	CN1CCN(CCCN2c3ccccc3Sc3ccc(S(=O)(=O)N(C)C)cc32)CC1	·	·	1.2	·
6	O=C1c2c(O)cccc2C(C2OC(CO)[C@@H](O)[C@H](O)[C@H]2O)c2cc(CO)cc(O)c21 (stereo partly drawn)	·	·	4.2	·
7	O=c1c(O[C@@H]2O[C@H](CO)C(O)C2O)c(-c2ccc(O)c(O)c2)oc2cc(O)cc(O)c12 (stereo partly drawn)	·	·	?	·
8	Cc1cc(O)c2c(c1)C(=O)c1cccc(O)c1C2=O	10.0	5.9	·	4.2

Rewritten with each value named: part of the list above
[4] Nc1cc(=O)[nH]c(N)n1
  IEC-6 tox: ·
  HSP90 inh: ·
  HDAC3 inh: -0.3
  KLF5 inhibitor: ·

[5] CN1CCN(CCCN2c3ccccc3Sc3ccc(S(=O)(=O)N(C)C)cc32)CC1
  IEC-6 tox: ·
  HSP90 inh: ·
  HDAC3 inh: 1.2
  KLF5 inhibitor: ·

Look-ups from the entries so far.
no. 4 in HDAC3 inh shows -0.3
no. 2 in HDAC3 inh shows -1.4

A run of entries from further up:
entry	structure	IEC-6 tox	HSP90 inh	HDAC3 inh	KLF5 inhibitor
7	O=c1c(O[C@@H]2O[C@H](CO)C(O)C2O)c(-c2ccc(O)c(O)c2)oc2cc(O)cc(O)c12 (stereo partly drawn)	·	·	?	·
8	Cc1cc(O)c2c(c1)C(=O)c1cccc(O)c1C2=O	10.0	5.9	·	4.2
